High-throughput results deposited in PubChem BioAssay by several laboratories.
LMPTP inh – LMPTP phosphatase inhibitors, primary screen, biochemical, fluorescence intensity, uHTS; 360,000 tested, 0.22% active; inhibition, % at 20 µM; recombinant LMPTP-A, OMFP fluorogenic substrate; AID 651560, 2012;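 active = compounds that cut the enzyme signal by at least half of the control window in the single-dose screen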;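 also: plate controls were DMSO wells with enzyme plus substrate for no effect and substrate without enzyme for full effect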
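Test system: LMPTP-A, protein tyrosine phosphatase of low molecular weight; Input: 0.625 nM enzyme; Incubation: 50 min dark incubation at room temperature; Signal: endpoint fluorescence intensity from OMFP dephosphorylation; Read-out basis: % inhibition versus control wells.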
CSN deneddyl inh – inhibitors of CSN-mediated cullin deneddylation, primary screen, biochemical, fluorescence polarization, uHTS. Purified CSN, SCF-Nedd8-OG deneddylation. 360,000 tested, 0.38% active. AID 651999, 2013. inhibition, % at 12.5 µM. COP9 signalosome complex subunit 5 (Homo sapiens), Q92905;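 active = pattern-corrected inhibition above about 35%, with an unprinted fluorescence ratio check between 0.5 and 1.5, limit read from the data, passing the limit was not always enough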;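 also: 0% = enzyme with substrate and 100% = substrate without enzyme; some results filed as inactive read as strong as hits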
Target sequence (Q92905 whole entry, looked up, one chain of several): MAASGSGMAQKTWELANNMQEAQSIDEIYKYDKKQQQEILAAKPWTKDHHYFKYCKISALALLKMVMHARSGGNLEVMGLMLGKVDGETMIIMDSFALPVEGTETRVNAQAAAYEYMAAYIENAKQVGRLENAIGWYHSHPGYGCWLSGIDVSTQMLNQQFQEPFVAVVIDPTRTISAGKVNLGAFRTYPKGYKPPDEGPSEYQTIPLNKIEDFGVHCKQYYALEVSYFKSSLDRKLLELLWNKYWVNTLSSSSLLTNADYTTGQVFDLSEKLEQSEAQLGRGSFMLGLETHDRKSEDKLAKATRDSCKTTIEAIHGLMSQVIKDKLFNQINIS
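Detection – fluorescence polarization · System – HEK293T-derived human Csn5 enzyme · Controls – substrate-only high control, full reaction low control · Timing – 90 min, room temperature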
Scp-1 inhibitor – Scp-1 phosphatase inhibitors, primary screen, biochemical, colorimetric, uHTS | Carboxy-terminal domain RNA polymerase II polypeptide A small phosphatase 1 (Homo … | Recombinant Scp1, phosphopeptide, malachite green phosphate absorbance | inhibition, % at 20 µM | 340,000 tested, 0.88% active;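 active = inhibition above about 50% at 20 µM, limit read from the data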;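 also: plate controls were DMSO wells with enzyme for no effect and wells lacking enzyme for full effect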
Target sequence (Q9GZU7 76-261 limits assumed): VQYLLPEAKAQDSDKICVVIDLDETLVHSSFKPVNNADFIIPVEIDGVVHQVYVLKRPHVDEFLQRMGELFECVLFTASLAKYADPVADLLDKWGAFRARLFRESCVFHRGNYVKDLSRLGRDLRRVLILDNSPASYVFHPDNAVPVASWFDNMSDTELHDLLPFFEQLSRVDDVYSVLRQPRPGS
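Test system – truncated SCP-1 phosphatase (76-261aa) · Reagent – Phosphorylated 17-residue peptide substrate · Incubation – 45 min room-temperature reaction, 5 min colour, 30 min stabiliser · Detection – colorimetric phosphate reagent with accelerator and stabiliser, absorbance at 630 nm · Measure – % inhibition at 20 µM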
MsrA inh – bovine MsrA enzyme inhibitors, primary screen, biochemical, absorbance, HTS; Methionine sulfoxide reductase A (Bos taurus); purified bovine MsrA, absorbance read-out; inhibition, % at 15.5 µM; 360,000 tested, 0.75% active; AID 651718, 2012; in the data active = inhibition above about 4.5%;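 also: 0% = vehicle wells with enzyme and 100% = reference inhibitor wells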
Tb MetRS inh – T. brucei MetRS inhibitors, primary screen, biochemical, luminescence. methionyl-tRNA synthetase (Trypanosoma brucei brucei). purified T. brucei MetRS, ATP depletion, Kinase-Glo luminescence. inhibition, % at 11.9 µM. 360,000 tested, 0.4% active;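 active = inhibition above a per-plate cutoff of the control wells' mean inhibition plus 3 SD, cut at about 5.5% in these data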;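 also: 0% = DMSO wells median and 100% = median of wells with control inhibitor compound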
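System: purified T. brucei MetRS enzyme / Detection: Kinase-Glo luciferase luminescence reporting remaining unconsumed ATP / Medium: HEPES buffer with MgCl2, KCl, DTT, spermine, BSA, pyrophosphatase / Replication: singlicate, one well per compound / Evaluation: percent inhibition relative to median high and low control wells / Schedule: 2 h aminoacylation at 25 °C after 15 min preincubation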
NadD block – inhibitors of S. aureus NadD, primary screen, biochemical, colorimetric, uHTS; purified NadD enzyme, colorimetric absorbance read-out; Nicotinate-nucleotide adenylyltransferase NadD (Staphylococcus aureus N315); inhibition, % at 20 µM; 360,000 tested, 0.78% active; in the data active = inhibition above about 26%; also: some compounds past the cut are filed as inactive
Rpn11 inh – Rpn11 (PSMD14) deubiquitinase inhibitors, primary screen, biochemical, fluorescence polarization, uHTS | 26S proteasome non-ATPase regulatory subunit 14 (Homo sapiens), O00487 | human 26S proteasome, Ub4-pepOG fluorescence polarization; 20S core pre-blocked with epoxomicin | calls only at 20 µM | 360,000 tested, 0.59% active | AID 588493, 2011;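 active = inhibition at 20 µM, scaled to each plate's controls, above about 33%, limit read from the data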
Target sequence (O00487 whole entry, looked up): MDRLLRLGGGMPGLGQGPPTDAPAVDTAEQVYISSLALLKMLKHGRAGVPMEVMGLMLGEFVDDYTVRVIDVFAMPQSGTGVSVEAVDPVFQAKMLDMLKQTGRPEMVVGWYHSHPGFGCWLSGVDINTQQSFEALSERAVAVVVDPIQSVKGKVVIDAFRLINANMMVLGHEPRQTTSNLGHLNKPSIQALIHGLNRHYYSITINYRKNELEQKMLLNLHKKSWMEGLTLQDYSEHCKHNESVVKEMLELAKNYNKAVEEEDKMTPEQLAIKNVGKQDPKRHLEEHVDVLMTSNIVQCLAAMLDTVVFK
SUMO1-SIM PPI – modulators of SUMO1 protein-protein interactions, primary screen, biochemical, uHTS | Small ubiquitin-related modifier 1 (Homo sapiens), P63165 | SUMO1 binding to a labelled peptide, TR-FRET, 1 h | inhibition, % at 20 µM | 360,000 tested, 0.33% active | AID 602429, 2012; in the data active = inhibition above about 37%
Target sequence (P63165 whole entry, looked up): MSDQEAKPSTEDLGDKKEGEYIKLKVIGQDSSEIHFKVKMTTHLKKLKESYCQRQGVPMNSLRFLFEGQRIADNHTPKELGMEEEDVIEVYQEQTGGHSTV
DNMT1 inh – human DNMT1 methyltransferase inhibitors, primary screen, biochemical, molecular beacon, fluorescence, HinP1I cleavage, uHTS; 360,000 tested, 0.83% active; inhibition (reported as % activation of signal), % at 10 µM; DNA (cytosine-5)-methyltransferase 1 (Homo sapiens), P26358; in the data active = inhibition above about 50%
STEP block – STEP phosphatase inhibitors, primary screen, biochemical, fluorescence intensity, uHTS. inhibition, % at 20 µM. 360,000 tested, 0.25% active. recombinant STEP, OMFP fluorogenic substrate;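 active = inhibition at 20 µM, scaled per plate between control wells, above about 37%, limit read from the data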;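 also: 0% = DMSO with enzyme and substrate and 100% = substrate only without enzyme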
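material = STEP tyrosine phosphatase | reagent = fluorogenic phosphatase substrate OMFP at 25 µM final | doses = single compound dose of 20 µM, 1% DMSO final | schedule = 20 min reaction, room temperature, in the dark | measured by = fluorescence, 480/540 nm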
An asterisk follows results filed as active; i = inactive; · = not tested or not shown. An unsorted share of the library; any-hit rate near 3.9%.

SMILES	LMPTP inh	CSN deneddyl inh	Scp-1 inhibitor	MsrA inh	Tb MetRS inh	NadD block	Rpn11 inh	SUMO1-SIM PPI	DNMT1 inh	STEP block
CCOc1ccccc1NS(=O)(=O)c1cc2c3c(c1)CC(=O)N3CCC2	0.0	-0.1	-3.5	-0.2	-0.3	-6.7	i	3.6	-0.2	-4.3
Cc1cc2nc(C(C)(C)C)c(Cc3cccc(F)c3)n2c(C)c1Br	3.9	-5.4	·	-0.2	-0.2	7.9	i	3.2	13.7	1.4
Cc1ccc(-c2csc(Nc3ccccn3)n2)cc1	4.7	3.8	-5.7	-0.4	-0.3	1.5	i	5.6	-8.5	2.5
CCOC(=O)[C@]12CCC=C1N(Cc1ccc(Cl)cc1Cl)C(=O)[C@H](CC(=O)NCCCOC)C2	-0.2	2.9	·	0.9	0.0	-3.4	·	1.5	·	·
CC(=O)NC(Cc1ccccc1C)C(=O)NC1CCN(C(=O)c2cccc(C)c2)CC1 (configuration not stated)	-0.8	-1.8	-0.7	1.2	-0.7	-9.4	i	-2.1	-3.0	-0.7
Cc1ccc(-n2c(C)cc(C(=O)COc3c(CO)cc(F)cc3CO)c2C)cc1C	0.2	1.9	-7.6	1.7	-0.6	-5.9	i	6.2	-0.8	-2.1
CN1CCc2c(sc(NC(=O)Cc3ccccc3)c2C(N)=O)C1	-2.4	4.3	-11.9	0.1	-0.2	-4.4	i	-0.2	1.8	-1.5
Cc1noc(C)c1C(=O)NCCc1c(C)[nH]c2ccccc12	1.0	-0.9	-3.0	2.9	0.6	2.0	i	-0.8	-3.5	-1.0
O=C(CSc1nc2ccccc2c(=O)n1-c1ccc(Cl)c(Cl)c1)Nc1ccc2c(c1)CCC2	0.1	0.2	·	1.3	0.5	19.1	i	-27.0	-3.4	0.8
CCN1C(c2ccc(F)cc2)=CS/C1=C(/C#N)c1nnc2n1-c1ccccc1SC2	-0.6	-1.6	·	1.5	-0.1	6.2	i	-1.6	1.0	0.0
COC(=O)c1ccc(C(=O)OC)c(NC(=S)N2CCCC2)c1	0.2	0.9	-3.7	0.0	0.9	-2.8	i	2.8	-2.6	1.2
CC(C)(C)NC(=O)CSc1nc2ccc(NC(=O)CSc3nnnn3Cc3ccccc3)cc2s1	4.0	1.8	-9.0	1.7	1.2	8.2	i	0.6	-12.9	0.6

Record cards, from the list above. Order of screens: LMPTP inh, CSN deneddyl inh, Scp-1 inhibitor, MsrA inh, Tb MetRS inh, NadD block, Rpn11 inh, SUMO1-SIM PPI, DNMT1 inh, STEP block
Results for CCOC(=O)[C@]12CCC=C1N(Cc1ccc(Cl)cc1Cl)C(=O)[C@H](CC(=O)NCCCOC)C2 = -0.2, 2.9, ·, 0.9, 0.0, -3.4, ·, 1.5, ·, ·
Results for Cc1ccc(-n2c(C)cc(C(=O)COc3c(CO)cc(F)cc3CO)c2C)cc1C = 0.2, 1.9, -7.6, 1.7, -0.6, -5.9, i, 6.2, -0.8, -2.1

New compounds follow
SMILES	LMPTP inh	CSN deneddyl inh	Scp-1 inhibitor	MsrA inh	Tb MetRS inh	NadD block	Rpn11 inh	SUMO1-SIM PPI	DNMT1 inh	STEP block
Oc1c(C(c2cccc(F)c2)N2CCN(Cc3ccccc3)CC2)sc2ncnn12 (configuration not stated)	-3.0	0.9	-6.5	0.6	1.4	1.1	i	1.3	-1.9	0.4
CCc1cc2c(=O)[nH]c(-c3ccccn3)nc2s1	-1.8	1.3	-8.3	3.3	-0.2	0.0	i	-12.1	-0.4	3.8
Cc1ccccc1NC(=O)N1CCN(c2ncccn2)CC1	-0.6	-2.0	-1.7	-0.8	-0.2	-3.1	i	0.3	1.6	-0.4
CC1CCC(NC(=O)C2CCN(C(=O)Nc3ccccc3)CC2)CC1 (configuration not stated)	0.4	0.6	15.4	1.1	-0.3	7.8	i	3.1	-1.0	-1.1
CCCCNC(=O)CN1C(=O)NC2(CCCc3ccccc32)C1=O (configuration not stated)	0.9	-2.0	2.3	-1.3	-1.8	-0.4	i	3.5	2.0	-3.8
O=C1c2cc3c(cc2CCC1c1ccc2c(c1)OCO2)OCO3 (configuration not stated)	11.4	-5.5	·	1.4	0.0	4.0	i	2.6	48.0	10.5
Cn1c(Cn2nnc3ccccc32)nnc1SCC(=O)c1ccc(F)cc1	3.0	1.8	-4.6	-0.5	-0.4	-2.0	i	-3.1	-1.1	-0.5
COc1c(Cl)cnn(-c2ccc(Cl)c(Cl)c2)c1=O	0.1	0.3	-4.2	0.0	-0.1	-0.5	i	-5.1	5.6	-1.3
Cc1cc(/C=C(\C#N)C(=O)OCC(=O)N(C)c2c(N)n(Cc3ccccc3)c(=O)[nH]c2=O)c(C)n1CC(C)C	-0.5	7.3	·	1.6	0.3	2.3	i	-23.5	-9.0	0.2
COc1ccc(NC(=O)CNC(=O)Cn2c(C)cc3ccccc3c2=O)cc1OC	-0.8	11.9	8.4	0.4	-0.3	-3.7	i	1.7	-0.5	-2.9
Cc1ccccc1-c1noc(N)c1C#N	0.9	0.0	2.2	0.0	-0.8	-7.7	i	-1.9	-0.8	-0.5
COc1c2c(c(CCC(=O)O)c3c1C=CC(C)(C)O3)OC(C)(C)C=C2	0.4	7.2	4.1	0.7	0.6	-0.5	i	7.8	11.1	-0.1
Cc1cccc(N2CCN(c3ccc(NC(=O)/C=C\C(=O)O)cc3)CC2)c1	0.6	-4.4	-1.3	0.4	-0.9	10.7	i	0.3	0.1	1.0
COC(=O)c1nc2ccc(C)cn2c1F	-0.9	-1.3	-2.8	-0.8	-1.1	0.6	i	-7.1	2.5	-2.1
COc1cc(C2N(C)CCC3(OCCO3)C2(C)C)cc(OC)c1OC (configuration not stated)	-3.4	-0.9	5.6	-0.4	-0.4	3.8	i	-0.8	0.1	-3.6
N#Cc1nc(COc2ccc(Br)cc2)oc1NCCN1CCOCC1	-1.0	6.4	-2.0	-1.2	1.0	-2.1	i	-0.3	-2.0	-3.0
CCN(CC1COc2ccccc2O1)C(=S)Nc1ccccc1 (configuration not stated)	0.3	2.3	-2.0	-1.1	-1.4	-2.4	i	2.2	0.5	7.6
CCC(C(=O)Nc1ccon1)c1ccccc1 (configuration not stated)	0.3	2.0	-2.2	-0.7	-0.3	4.6	i	1.9	0.4	0.7
CCCCn1c(N)c(N(CCOC)C(=O)Cn2c(=O)cnc3ccccc32)c(=O)[nH]c1=O	-0.9	-0.1	-5.7	-0.5	0.1	2.0	i	3.1	0.0	-1.9
CSc1ncccc1C(=O)OC(C)C(=O)Nc1cccc(S(=O)(=O)N2CCOCC2)c1 (configuration not stated)	0.3	4.7	-4.7	1.6	0.2	3.9	i	0.7	-9.1	1.3
CCCN1CN(c2ccccc2)C(=S)N(c2ccccc2)C1	0.6	2.7	-3.5	-1.5	-0.4	-7.3	i	4.4	0.1	-2.7
CC(C)C(OC(=O)c1nsc(Cl)c1Cl)C(=O)NC(C)(C)C (configuration not stated)	-0.6	4.4	0.6	0.4	0.4	1.1	i	0.0	-2.6	-4.2
c1ccc(-c2nnnc3ccccc23)cc1	-1.1	-3.6	-7.1	-1.4	-0.5	0.0	i	-0.3	-1.0	-1.7
CC(CN1CCCC1)OC(=O)c1ccc(Cl)cc1 (configuration not stated)	-2.1	7.2	20.9	-0.9	-0.2	-4.1	i	-1.3	-1.2	-1.9
NC(=O)c1c(NC(=O)CN2C(=O)CCC2=O)sc2c1CCCCC2	-1.8	2.4	-15.3	0.5	0.6	-0.3	i	8.9	2.5	3.2
CCOc1ccccc1OCCCC(=O)N(C)CC(=O)Nc1cc(C)ccc1C	0.5	-1.5	-4.4	-0.8	-0.7	10.9	i	-2.5	-0.8	1.6
COc1cccc(NC(=O)c2cc(OC)c(OC)c(OC)c2Br)c1	-2.3	-0.7	-6.5	0.3	-0.4	-2.2	i	0.4	-1.8	-0.8
CSc1nc2ccc(NC(=O)c3ccccn3)cc2s1	2.3	0.6	1.8	1.1	0.6	0.8	i	-4.4	1.0	-1.4
Cc1ccc(C2=[N+]([O-])C3(CCCCC3=O)N(O)C2(C)C)cc1 (configuration not stated)	-1.7	0.8	-1.3	1.8	-0.6	4.0	i	-2.0	-1.3	-1.8
Cc1cccn2c(CNCC3(c4ccccc4)CCCC3)c(C(=O)N3CCOCC3)nc12	1.6	0.6	1.2	1.4	-0.5	3.8	i	-1.0	1.0	-1.6
Cc1noc(C)c1C(=O)N1CCN(c2cccc(Cl)c2)CC1	0.2	-14.0	-2.5	1.5	0.4	3.2	i	3.4	-1.3	0.7
O=C(CCN=C1NS(=O)(=O)c2ccccc21)OCc1c(F)c(F)c(F)c(F)c1F	-0.2	0.0	-1.9	-0.6	-0.2	-3.0	i	6.3	0.1	-1.2
O=[N+]([O-])c1ccc2nc(-c3ccc(Cl)cc3)[nH]c2c1	4.4	0.5	-6.0	2.6	2.1	9.9	i	-0.2	-21.3	6.1
O=C(O)COc1ccccc1/C=N/NC(=O)COc1ccc(-c2ccccc2)cc1	-0.4	0.4	-2.0	0.7	0.0	11.2	i	-9.1	-0.1	16.5
N#CCSc1nnc(C2CCCCC2)n1-c1ccccc1	0.1	0.0	-2.9	0.5	-1.0	12.0	i	-1.6	0.8	-10.0
COc1ccc(OC)c(CN2CCC(CO)(CCOc3ccccc3)CC2)c1	-1.3	1.4	-11.6	-0.2	-1.4	-5.6	i	-1.8	0.5	-0.2
Cc1cccc(N2CC(C(=O)Nc3nnc(SCCC4OCCO4)s3)CC2=O)c1 (configuration not stated)	3.3	3.8	5.8	0.5	0.0	41.5*	i	8.6	11.1	0.2
Cc1cc(C)cc(C(=O)NC(CC(N)=O)c2ccc(NCCN3CCOCC3)c([N+](=O)[O-])c2)c1 (configuration not stated)	-0.8	-4.1	-8.6	0.9	-0.3	-2.3	i	-19.8	1.4	4.1
O=C(NCc1ccccc1CN1CCCC1)c1cccc(S(=O)(=O)Nc2ccc(F)cc2)c1	-3.8	-3.7	-5.5	0.1	-0.4	-2.0	i	-5.9	-2.4	3.6
